CCR6 antag: CCR6 receptor antagonists, primary screen, cell-based, CHO-K1, luminescence, beta-arrestin, uHTS | C-C chemokine receptor type 6 (Homo sapiens), P51684 | CHO-K1 CCR6 PathHunter beta-arrestin, CCL20-stimulated | inhibition, % at 20 µM | actives 0.49% (n = 340,000) | AID 493098, 2011;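 active = compounds whose inhibition of the agonist-driven luminescence signal at 20 µM reaches about 50%, limit read from the data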;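 note: cells stimulated with CCL20 at 14 nM final; plate controls were DMSO with CCL20 for no effect and DMSO without agonist for full effect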
Target sequence (P51684 whole entry, looked up): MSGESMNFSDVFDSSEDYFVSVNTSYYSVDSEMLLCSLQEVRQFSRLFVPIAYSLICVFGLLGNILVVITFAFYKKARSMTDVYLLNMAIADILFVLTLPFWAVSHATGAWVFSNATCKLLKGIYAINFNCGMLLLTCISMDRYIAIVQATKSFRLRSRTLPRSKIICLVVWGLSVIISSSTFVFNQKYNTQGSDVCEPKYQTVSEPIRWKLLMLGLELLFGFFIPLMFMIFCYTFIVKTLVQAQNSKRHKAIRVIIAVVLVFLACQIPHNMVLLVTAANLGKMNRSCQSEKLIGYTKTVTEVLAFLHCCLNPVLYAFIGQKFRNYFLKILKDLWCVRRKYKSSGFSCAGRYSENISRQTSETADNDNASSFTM
Mdm2-MdmX inh: inhibitors of human Mdm2-MdmX association, primary screen, cell-based, luminescence, split luciferase, SaOS-2, uHTS; Protein Mdm4 (Homo sapiens) + E3 ubiquitin-protein ligase Mdm2 (Homo sapiens), …; SaOS-2 split-luciferase Mdm2/MdmX complementation; inhibition, % at 8 µM; actives 3% (n = 330,000); AID 485346, 2010;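 active = inhibition of at least 50% at 8 µM in the primary screen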
XBP1 UPR activ: activators of adaptive XBP1 UPR arm, primary screen, cell-based, CHO-XBP1 luciferase reporter, luminescence, uHTS; IRE1-XBP1 UPR activation; percent of tunicamycin response, DMSO as zero; activation, % at 20 µM; actives 0.33% (n = 330,000);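 active = versus positive control, 20 µM dose yields 30% or more activation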;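 note: 100% = tunicamycin at 10 µg/mL and 0% = DMSO only wells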
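Signal: luciferase luminescence; Assay system: CHO-XBP1 luciferase reporter cells; Amount: one thousand reporter cells per well; Dosing: 20 µM single concentration, DMSO 1%; Benchmarks: high control tunicamycin 10 µg/mL final, low control DMSO vehicle only; Schedule: 6 h compound exposure at 37 °C, 5% CO2; Evaluation: percent activation relative to tunicamycin reference.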
APJ agonist: agonists of human apelin receptor APJ, primary screen, CHO-K1 cells, PathHunter beta-arrestin, luminescence; 0% DMSO wells, 100% apelin; activation, % at 20 µM; actives 0.11% (n = 330,000); AID 2520, 2010;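 active = activation more than six SD over the plate average, tested at 20 µM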;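 note: 0% = DMSO alone and 100% = apelin-13 at 10 nM; some results filed as inactive read as strong as hits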
Target sequence (P35414 whole entry, looked up): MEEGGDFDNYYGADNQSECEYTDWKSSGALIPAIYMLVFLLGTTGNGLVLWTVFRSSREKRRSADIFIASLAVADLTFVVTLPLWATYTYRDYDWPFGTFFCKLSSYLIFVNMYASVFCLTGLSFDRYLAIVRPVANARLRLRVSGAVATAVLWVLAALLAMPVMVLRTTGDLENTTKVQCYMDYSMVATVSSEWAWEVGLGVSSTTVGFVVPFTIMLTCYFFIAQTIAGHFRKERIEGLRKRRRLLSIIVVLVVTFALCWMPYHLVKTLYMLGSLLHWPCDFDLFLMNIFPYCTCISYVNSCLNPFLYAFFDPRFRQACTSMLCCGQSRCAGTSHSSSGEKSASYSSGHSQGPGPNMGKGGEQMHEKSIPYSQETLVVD
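Material: engineered CHO-K1 APJ arrestin reporter cells; amount: 1000 CHO-K1 reporter cells seeded per well; incubation: compound stimulation 90 min at 25 °C, detection 60 min; signal: luminescent beta-gal fragment complementation, chemiluminescent substrate; read-out basis: APJ agonist activity; controls: DMSO-only wells as negative, 10 nM Apelin-13 as positive control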
EBI2 antag: EBI2 receptor antagonists, beta-arrestin recruitment, primary screen, cell-based, luminescence, 7a,25-OHC stimulation, uHTS; G-protein coupled receptor 183 (Homo sapiens), P32249; inhibition, % at 5 µM; 7a,25-OHC stimulated; actives 0.81% (n = 360,000); in the data active = inhibition above about 38%;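 note: enzyme fragment complementation signal reports receptor beta-arrestin coupling in cells; 0% = agonist plus DMSO wells and 100% = wells without agonist; some results beyond the cut were filed as inactive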
tim23-1 inh: growth inhibitors of tim23-1 mutant yeast, primary screen, luminescence, uHTS; AID 463212, 2010; inhibition, % at 20 µM; S. cerevisiae tim23-1 growth, BacTiter-Glo luminescence, 24 h; actives 1.3% (n = 330,000);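 active = growth inhibition of the mutant yeast at or above 50%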;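 note: temperature-sensitive mutant grown at 25 °C; plate controls were DMSO-treated mutant yeast for no effect and medium wells lacking yeast for full effect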
APJ antag: antagonists of human apelin receptor APJ, primary screen, CHO-K1 cells, beta-arrestin complementation, luminescence; P35414; inhibition, % at 20 µM; actives 0.32% (n = 330,000);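 active = inhibition above about 40% at 20 µM, limit read from the data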;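 note: cells challenged with 10 nM apelin-13 agonist together with compound; plate controls were apelin-13 plus DMSO wells for no effect and DMSO wells lacking apelin-13 for full effect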
UPR CHOP act: activators of apoptotic CHOP UPR arm, primary screen, cell-based, CHO-CHOP luciferase reporter, luminescence, uHTS; UPR activation; percent of tunicamycin response over DMSO baseline; activation, % at 10 µM; actives 0.34% (n = 330,000);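 active = at 10 µM dose, activation of 40% or more, normalized to positive control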;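 note: 100% = tunicamycin at 10 µg/mL and 0% = DMSO alone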
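assay system = CHO CHOP reporter cells | amount = 500 CHO-CHOP cells per well | buffer or medium = F12 with 10% FBS | incubation = 16-18 h cell attachment, then 6 h compound exposure, 37 °C | detection = luminescence read with Steady-Glo | read-out = percent activation relative to tunicamycin control | controls = tunicamycin high control, DMSO low control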
CXCR6 inh: CXCR6 receptor inhibitors, primary screen, cell-based, beta-arrestin, luminescence, CHO-K1 PathHunter, 1536-well | actives 0.36% (n = 360,000) | inhibition, % at 20 µM; in the data active = inhibition above about 34%, passing the limit was not always enough;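 note: antagonist mode with CXCL16 agonist at 10 nM final; 0% = 10 nM CXCL16 with DMSO and 100% = unstimulated wells without agonist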
Target sequence (O00574 whole entry, looked up): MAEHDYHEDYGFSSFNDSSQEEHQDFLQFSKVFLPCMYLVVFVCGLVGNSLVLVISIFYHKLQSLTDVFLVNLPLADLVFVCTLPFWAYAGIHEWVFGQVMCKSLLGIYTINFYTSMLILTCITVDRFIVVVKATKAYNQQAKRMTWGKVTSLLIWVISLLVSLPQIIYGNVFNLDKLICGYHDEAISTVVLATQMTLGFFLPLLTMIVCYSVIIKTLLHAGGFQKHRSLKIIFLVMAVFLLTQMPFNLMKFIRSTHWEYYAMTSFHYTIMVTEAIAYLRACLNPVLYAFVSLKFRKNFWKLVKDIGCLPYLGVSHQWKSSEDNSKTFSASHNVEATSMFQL
Starred values were filed as active, the others as inactive; x = no result given. The list is partial (hit frequency here may not be typical).

SMILES	CCR6 antag	Mdm2-MdmX inh	XBP1 UPR activ	APJ agonist	EBI2 antag	tim23-1 inh	APJ antag	UPR CHOP act	CXCR6 inh
Cc1ccc(Cn2cnc3c(cnn3C(C)(C)C)c2=O)cc1	6	16	-2	-1	10	33	3	-1.9	0
CN(C)NC(=O)c1csnc1-c1c(Cl)cccc1Cl	-7	1	-1	-1	-9	-15	14	-1.1	0
Cc1ccc(C(c2nnnn2CCC(C)C)N2CCN(C)CC2)cc1 (stereo unspecified)	7	9	-1	-4	-18	10	-7	-0.3	-1
CCOc1ccc(CNC(=O)c2cc3oc4ccccc4c3n2C)cc1	5	85*	0	2	13	15	5	-0.1	2
COc1cccc(-c2nn3c(-c4ccccn4)nnc3s2)c1	-1	3	-2	-2	4	37	-11	3.3	-4
CC(=O)c1cccc(NC(=O)CN(C)Cc2ccc(OC(F)F)cc2)c1	8	1	2	-7	-1	12	-12	0.2	1
CN(Cc1ccccc1)CC(O)COc1ccc(CNCCOc2cccnc2)cc1 (stereo unspecified)	-5	7	0	-2	1	-20	-2	0.6	-7
Cc1cc(C)c2cc(C(=O)N3CCC(C(=O)c4ccc(F)cc4)CC3)[nH]c2c1	14	28	0	1	90*	32	-1	-0.7	-3
COc1ccc(OC)c(NC(=O)COc2coc(CN3CCc4ccccc43)cc2=O)c1	11	16	-3	-4	2	3	10	1.3	-4
C=CCn1c(SCc2ccc(C#N)cc2)nnc1-c1ccccc1	13	-28	4	0	0	19	8	0.4	1
O=C(O)CCN(CCC(=O)O)c1ccccc1	0	-5	-3	2	-2	6	16	-1.3	-2
CCOc1ccc(S(=O)(=O)Nc2ccc(C(=O)N3CC(C)OC(C)C3)cc2)cc1 (stereo unspecified)	1	5	0	4	11	2	15	2.7	-6
O=C(NCCN1CCOCC1)c1cc(Sc2cccc(Cl)c2)nc2ccccc12	7	-3	-2	-3	5	13	-9	-1.6	-9
COc1ccc(CCNC(=O)CC2C(=O)NCCN2CC(C)(C)C)cc1 (stereo unspecified)	2	-26	-2	-3	-1	19	-6	0.2	10
Cc1ccc(-n2c(=O)cc(N3CCCCCC3)[nH]c2=O)cc1	-3	16	-1	0	0	6	10	-0.5	9
CCOP(=O)(OCC)/C(C#N)=C/c1c[nH]c2ccccc12	3	1	-6	1	12	13	8	1.7	4
O=C(Nc1ccc(S(=O)(=O)N2CCOCC2)cc1)c1ccc(=O)[nH]c1	6	14	-2	0	x	-4	2	1.8	x
Cc1nnc(NC(=O)CSc2nnc(CNC(=O)c3ccccc3)n2-c2ccccc2)s1	4	-8	2	0	-3	-16	4	-0.3	-3
Cc1ccc(SCC(=O)N(C)C2CCS(=O)(=O)C2)c(C)c1 (stereo unspecified)	-6	12	-1	-3	13	-4	7	0.3	-8
O=C(c1nc2ccc(Cl)cn2c1CNCCn1ccnc1)N1CCCCCCC1	0	-5	2	-3	1	10	-1	-0.6	13
CN1C(=O)S/C(=C/c2ccc(OCc3cccc(C(=O)O)c3)cc2)C1=O	-8	-62	-9	1	-15	20	22	-2.0	4
CCN(CC)N=Nc1ccc(C(=O)O)cc1	2	9	-3	-3	-6	1	-36	0.3	0
O=C(O)C1=C[C@@H](c2ccc3c(c2)OCO3)C[C@@H](OCCCCO)O1	6	1	1	8	-21	11	-33	0.8	6
Cc1ccc(-n2nc3c(c2NC(=O)c2c(F)cccc2Cl)CS(=O)(=O)C3)cc1C	8	8	-3	5	3	15	3	1.0	-1
CC(C)C(NC(=O)c1cccs1)C(=O)NC1=NCCS1 (stereo unspecified)	7	-4	-2	0	-7	14	-1	-0.6	-4

Further records:
SMILES	CCR6 antag	Mdm2-MdmX inh	XBP1 UPR activ	APJ agonist	EBI2 antag	tim23-1 inh	APJ antag	UPR CHOP act	CXCR6 inh
O=C(CC(=O)Nc1ccccc1C(F)(F)F)Nc1ccccc1C(F)(F)F	18	10	1	-1	0	4	6	1.6	6
O=C(O)c1ccc(/C=N/Nc2cccc(C(F)(F)F)c2)cc1	-8	16	2	-1	-7	-5	6	3.8	5
COc1ccccc1N1CCN(C(=O)c2cc3c(=O)n(C)c4ccccc4c3n2C)CC1	0	-28	0	-1	4	27	-6	-0.3	-6
CC(C)(C)C(=O)COC(=O)c1ccc(N)c([N+](=O)[O-])c1	7	7	3	0	-7	-4	8	1.5	5
COc1ccc(NC(=O)c2ccccc2)cc1	11	-31	-3	1	1	3	1	1.5	-1
CC(C)(CNC(=O)Cc1ccc(Br)cc1)N1CCOCC1	6	19	0	-3	2	9	-16	1.2	3
COc1ccc(Cc2nnc(SCC(=O)Nc3ccc(C)c(C)c3)o2)cc1OC	-6	5	1	-1	-3	5	6	-1.1	0
O=C(NCc1ccco1)c1nc2ncccn2n1	-8	7	-2	-1	15	15	12	-1.8	0
CC(C)(C)c1ccc(-c2cc(C(=O)NNC(=O)Nc3ccccc3)c3ccccc3n2)cc1	17	-51	1	1	18	0	6	4.2	14
CCc1nnc(NC(=O)CSc2nnc(-c3ccccc3O)o2)s1	0	38	0	-1	-2	12	-4	-0.1	-14
CCC(=O)Nc1ccc2c(c1)nc(CCN1CCCCC1)n2C	1	2	3	-2	-15	1	12	-2.0	6
CN1CCN(c2nc3ccccn3c(=O)c2C=C(C#N)C#N)CC1	-3	-9	1	1	-12	6	1	0.6	5
Cc1cc(C(=O)NNC(=S)NCc2ccccc2)cs1	8	-22	-1	0	1	20	-5	-0.6	16
COc1cc(/C=C2/SC(=S)N(CC(=O)NC(C)(C)C)C2=O)cc(OC)c1OC	12	15	-2	-2	8	11	4	2.4	-4
CCN(C(C)=O)c1nc(CCl)cs1	0	-6	1	-7	-7	-2	7	-1.4	-3
O=C(CN(c1ccc(Cl)c(C(F)(F)F)c1)S(=O)(=O)c1ccccc1)N/N=C/c1cccc2c1OCCO2	8	41	-2	0	11	11	1	0.8	-9
CCCCCn1c(CN2CCN(CCO)CC2)nc2c1c(=O)n(C)c(=O)n2C	11	-25	-3	-4	-7	-5	25	1.6	5
O=C(c1cc2ccccc2o1)N1CCN(S(=O)(=O)c2ccccc2)CC1	14	15	-4	-2	75*	34	12	-0.4	4
Cc1ccc(S(=O)(=O)N(C)C)cc1NC(=S)Nc1cccc2ccccc12	-10	4	6	4	-13	33	-34	1.8	-5
CC[N+](C)(C)CC/C=C1/c2ccccc2Sc2ccc(Cl)cc21	2	34	1	-1	1	-10	1	-1.0	0
O=S(=O)(NC1CCSc2ccccc21)c1ccccc1 (stereo unspecified)	3	-1	-1	0	-13	18	8	-1.6	-8
CCN(CC)S(=O)(=O)c1cc(NC(=O)CN2CCN(c3ccccn3)CC2)ccc1C	2	3	2	-1	15	16	5	-0.8	1
Fc1ccc(OCc2nn3c(Cn4nnc5ccccc54)nnc3s2)cc1	-8	0	2	-4	0	2	-8	0.3	8
O=C(c1cccc(NC2=NC3CS(=O)(=O)CC3S2)c1)N1CCN(c2ccc(F)cc2)CC1 (stereo unspecified)	-4	-2	-2	2	3	18	-4	-0.7	4
CC(=O)N1N=C(c2ccc(Cl)cc2)OC1(C)C	5	13	1	-4	1	8	-3	0.4	-10

Further results follow:
SMILES	CCR6 antag	Mdm2-MdmX inh	XBP1 UPR activ	APJ agonist	EBI2 antag	tim23-1 inh	APJ antag	UPR CHOP act	CXCR6 inh
Cc1ccccc1OCC(=O)OCC(=O)Nc1ccc2c(c1)OCO2	6	17	0	-3	-15	22	-4	7.2	-2
COc1cccc(/C=N/NC(=O)CN(CCc2ccccc2)S(=O)(=O)c2ccc(NC(C)=O)cc2)c1	19	12	-2	-1	2	2	1	1.6	0
COc1ccc(CC(=O)NNC(=S)NC(=O)c2cccnc2)cc1	6	-10	-3	-1	-13	-3	17	1.1	6
CC1(C)CC(=O)C2=C(C1)N(CCN1CCOCC1)C1=C(C(=O)CC(C)(C)C1)C2c1cccc(F)c1	-5	-2	-2	-2	-4	11	7	-1.2	-3
Cc1ccc(-c2nc(C=Nc3cccc(C)c3)c(O)o2)cc1	-13	-6	3	-3	-6	-8	-13	1.7	-9
CS(=O)(=O)N1CCC(C(=O)NCC2CCCO2)CC1 (stereo unspecified)	1	15	1	-3	-1	14	8	0.8	5
CCCCC1CCCOC(C(=O)NCCNCCO)(C(F)(F)F)C1 (stereo unspecified)	-5	18	-2	-3	4	19	19	0.9	2
COC(=O)c1sc(SC)c(-c2ccon2)c1C	13	9	-1	2	4	34	4	2.0	3
CC12CCC(C(=O)NCc3ccccc3)(OC1=O)C2(C)C (stereo unspecified)	8	-19	4	6	5	8	3	-1.3	9
CC1CCCN(CCCN2C(=O)C3C(C(=O)Nc4ccc(Cl)cc4)C4C=CC3(O4)C2C(=O)NC2CCCCC2)C1 (stereo unspecified)	2	-1	6	-1	-2	6	6	1.9	4
c1ccc(NC2=Nc3ccccc3CC2)cc1	-10	-45	3	3	-6	19	-25	2.5	-1
COc1cc(O)ccc1/C=N/NC(=O)c1ccc([N+](=O)[O-])cc1	-1	9	0	-2	-10	-5	-22	0.0	-3
CC1CCCC(NC(=O)Cn2cc([N+](=O)[O-])ccc2=O)C1C (stereo unspecified)	14	4	-1	-3	-5	0	2	0.9	-4
Cc1ccc2nc(SCC(=O)NCc3ccco3)c(C#N)cc2c1	0	-47	0	-1	-4	14	-12	-0.1	0
CCC1CCC2(CC1)NC(CO)(CO)CO2 (stereo unspecified)	0	18	-2	1	0	5	5	-0.8	6
CCCCCCC1CC(/C(C)=N\NC(N)=O)OC1=O (stereo unspecified)	2	31	-1	-3	-6	13	6	1.4	7
COC(=O)c1c(NC(=O)C2CC=CCC2C(=O)O)sc2c1CCCCC2 (stereo unspecified)	-16	21	-7	0	-5	31	6	0.3	1
CCOc1ccc(-c2noc(CCC(=O)NC3CCCCC3)n2)cc1OC	5	-2	7	1	7	10	3	1.6	9
CCN(C(=O)CSc1nnc(C)n1Cc1ccccc1)C1CCS(=O)(=O)C1 (stereo unspecified)	14	2	2	-3	7	0	2	1.0	-6
COc1ccc(OCC(=O)N/N=C(\C)CC(=O)Nc2ccc(NC(C)=O)cc2)cc1	-1	24	-2	-1	-5	2	1	0.2	-4

Two entries picked at random from those above, as already listed:
SMILES	CCR6 antag	Mdm2-MdmX inh	XBP1 UPR activ	APJ agonist	EBI2 antag	tim23-1 inh	APJ antag	UPR CHOP act	CXCR6 inh
Cc1ccc(-c2nc(C=Nc3cccc(C)c3)c(O)o2)cc1	-13	-6	3	-3	-6	-8	-13	1.7	-9
CS(=O)(=O)N1CCC(C(=O)NCC2CCCO2)CC1 (stereo unspecified)	1	15	1	-3	-1	14	8	0.8	5

Assay outcomes as filed in PubChem BioAssay.
